PolyA inhibitor: inhibitors of polyadenylation in S. cerevisiae. 300,000 tested, 0.02% active. S. cerevisiae SKY197-pL101 polyadenylation reporter, beta-gal luminescence; efflux-impaired pdr1/pdr3 knockout yeast; score 100 = 6 SD above DMSO. calls only at 12 µM;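 active = lowest replicate activity score at least 50, where 100 means six control SD above control mean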;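 note: yeast exposed to compound for 9 h at 30 °C; higher score means more reporter readthrough which indicates perturbed polyadenylation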
KCNK3 inh: human KCNK3 channel inhibition, primary screen. AID 602410. B-score at 10 µM. O14649. 340,000 tested, 0.84% active. CHO-KCNK3 thallium flux, FluxOR fluorescence; stronger effect = lower value;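 active = B-score under library mean minus 4 SD, starting fluorescence ratio at most library mean plus 5 SD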;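 note: more negative B-score means stronger inhibition of thallium flux through KCNK3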
KCNQ1 block: blocks the human KCNQ1 potassium channel | AID 2642 | CHO-K1 KCNQ1, FluxOR thallium flux fluorescence; stronger effect = higher value | P51787 | 310,000 tested, 1.3% active | B-score at 10 µM;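 active = compounds whose thallium flux B-score, printed positive for inhibition, exceeds three library SD while starting fluorescence stays within three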;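 note: channel opened by potassium depolarization with thallium stimulus after 20 min compound exposure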
Platelet DG rel: modulates dense granule release in human platelets | human platelet-rich plasma, SFLLRN dense granule ATP release, luminescence | inhibition, %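 (compounds screened at 7.5 µM in platelet-rich plasma)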 | 300,000 tested, 0.22% active | AID 1663;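 active = mean replicate score, as percent of positive control, at or above 50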
KCNK9 inh: human KCNK9 channel inhibition. Q9NPC2. HEK293 KCNK9, FluxOR thallium flux fluorescence; stronger effect = lower value. B-score at 10 µM. 310,000 tested, 1.2% active. AID 488922;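 active = ratio B-score over 3 SD below the library mean, with starting fluorescence within 5 SD of its mean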;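 note: negative B-score means less thallium flux so channel inhibition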
TRPC4 block: inhibitors of mouse TRPC4 channel. Q9QUQ5. HEK293 TRPC4beta/mu-opioid, DAMGO-evoked Fluo4 calcium flux; stronger effect = lower value. B-score at 10 µM. 300,000 tested, 0.39% active. AID 2247;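 active = B-score over 3 SD under the library average, no early fluorescence shift, positive overall ratio signal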
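Signal: kinetic Fluo4 fluorescence imaging of calcium influx. Material: stable TRPC4beta/mu-opioid receptor HEK293 cells. Probe or stimulus: DAMGO in two steps, submaximal then maximal.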
DYRK1A inh: blocks rat Dyrk1A kinase activity; Q63470; ADP-Glo luminescence, NFATc1 peptide; inhibition, % at 12.5 µM; 310,000 tested, 0.43% active; in the data active = inhibition above about 50%;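 note: plate controls were vehicle with enzyme for no effect and no enzyme for full effect; many of its hits are not listed in these tables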
hERG rescue: shields human hERG channel from block by proarrhythmic agents; Q12809; activation (rescue from dofetilide block), less the hit threshold, % at 10 µM; 310,000 tested, 0.51% active; AID 1511; CHO-hERG, FluxOR thallium flux, dofetilide IC70 present;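 active = activation above the mean of controls blocked by dofetilide plus 5 SD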;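 note: thallium influx through hERG after potassium depolarization seen as dye fluorescence rise; in these data hits start at about 4.7%; inactives centre near -7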
Target sequence (Q12809 whole entry, looked up): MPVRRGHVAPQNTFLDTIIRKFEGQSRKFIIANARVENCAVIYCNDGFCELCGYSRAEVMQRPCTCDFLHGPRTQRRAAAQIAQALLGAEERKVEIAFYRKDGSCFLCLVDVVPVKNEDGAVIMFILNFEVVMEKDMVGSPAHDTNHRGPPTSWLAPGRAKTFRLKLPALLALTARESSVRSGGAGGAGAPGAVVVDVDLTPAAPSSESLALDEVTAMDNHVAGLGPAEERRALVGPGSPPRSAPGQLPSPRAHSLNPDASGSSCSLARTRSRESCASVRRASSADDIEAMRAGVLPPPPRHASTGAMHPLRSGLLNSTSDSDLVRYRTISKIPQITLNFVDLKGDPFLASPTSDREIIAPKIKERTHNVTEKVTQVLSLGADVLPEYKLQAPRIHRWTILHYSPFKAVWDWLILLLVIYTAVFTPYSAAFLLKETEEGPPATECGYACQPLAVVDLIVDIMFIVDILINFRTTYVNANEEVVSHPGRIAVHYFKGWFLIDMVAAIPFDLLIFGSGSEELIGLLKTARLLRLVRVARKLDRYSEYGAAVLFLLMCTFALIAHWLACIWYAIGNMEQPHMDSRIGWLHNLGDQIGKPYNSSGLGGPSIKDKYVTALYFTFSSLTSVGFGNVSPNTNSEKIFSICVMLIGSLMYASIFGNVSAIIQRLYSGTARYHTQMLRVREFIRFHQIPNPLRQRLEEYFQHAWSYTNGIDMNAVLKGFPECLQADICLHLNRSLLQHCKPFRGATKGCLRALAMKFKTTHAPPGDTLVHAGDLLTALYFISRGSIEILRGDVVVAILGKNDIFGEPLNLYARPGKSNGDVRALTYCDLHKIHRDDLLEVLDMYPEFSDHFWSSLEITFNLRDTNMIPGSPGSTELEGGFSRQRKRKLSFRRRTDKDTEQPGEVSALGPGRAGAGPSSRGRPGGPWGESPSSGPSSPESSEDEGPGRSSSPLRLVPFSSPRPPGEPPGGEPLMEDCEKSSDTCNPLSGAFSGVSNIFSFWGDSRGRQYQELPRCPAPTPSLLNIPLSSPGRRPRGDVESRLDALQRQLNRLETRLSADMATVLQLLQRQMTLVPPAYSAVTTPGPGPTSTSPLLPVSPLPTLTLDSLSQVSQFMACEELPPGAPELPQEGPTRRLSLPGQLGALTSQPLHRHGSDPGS
TRPC4 act: opens the mouse TRPC4 cation channel; Q9QUQ5; HEK293 TRPC4beta/mu-opioid, Fluo4 calcium fluorescence; stronger effect = higher value; B-score at 10 µM; 310,000 tested, 0.49% active;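 active = B-score above 5 SD of library B-scores, and initial fluorescence ratio not above library mean plus 5 SD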;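 note: positive B-score marks a calcium rise read as TRPC4 activation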
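System – HEK293 cells stably co-expressing mouse TRPC4beta and mu-opioid receptor · Signal – Fluo4 calcium-sensitive dye fluorescence, kinetic, 1 Hz baseline · Benchmarks – buffer (low) and maximal DAMGO (high) · Read-out – B score of integrated fluorescence ratio per well · Incubation – dye loading 45 min room temperature, 110 s kinetic read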
TRPC4 PAM: TRPC4 (mouse) allosteric potentiation | B-score at 10 µM | HEK293 TRPC4beta/mu-opioid, DAMGO EC20, Fluo-4 Ca2+ flux; stronger effect = higher value | AID 2227 | Q9QUQ5 | 310,000 tested, 0.42% active;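 active = B-score of calcium response area above 5 SD of library B-scores, with initial fluorescence ratio within 5 SD of library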;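 note: B-score of integrated fluorescence ratio over time as area under calcium response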
KCNQ1 act: potentiates or activates the human KCNQ1 potassium channel; CHO-K1 KCNQ1, thallium flux FluxOR fluorescence; stronger effect = higher value; 310,000 tested, 0.35% active; AID 2648; B-score at 10 µM;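 active = fluorescence ratio B-score, a plate-corrected score, at least three library SD, with initial intensity B-score within 5 SD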
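Doses: Single concentration per compound, DMSO matched to controls | Test system: KCNQ1-transfected CHO-K1 cells | Timing: 90 min dye loading and 20 min compound exposure, both at room temperature | Measured by: Kinetic FluxOR thallium fluorescence, 10-s 1-Hz baseline, 110-s post-stimulus read | Medium: Assay buffer with matched DMSO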
Starred values were filed as active, the others as inactive; i = inactive; / = no result given.

Each structure is followed by: KCNQ1 block	TRPC4 act	TRPC4 block	hERG rescue	KCNK3 inh	KCNQ1 act	DYRK1A inh	Platelet DG rel	TRPC4 PAM	KCNK9 inh	PolyA inhibitor
CC(C)(C)c1nc(NCCO)c2nnn(Cc3ccccc3)c2n1
    i	i	i	-7	i	i	0	-1	i	i	i
COc1ccc(NC(=O)CSc2[nH]c(=O)cc(C)c2C#N)cc1OC
    i	i	i	-12	i	i	-1	-1	i	i	i
Cc1ccc(C2=CC(C)(c3ccc(C)cc3)Nc3nc(C(F)(F)F)nn32)cc1 (stereo not given)
    i	i	i	-4	i	i	-1	-1	i	-8*	i
O=C(NCc1ccccc1)c1onc(CSc2ccc(Cl)cc2)c1C(=O)NCC1CC1
    i	i	i	-10	i	i	-1	-2	i	i	i
O=C(NCCc1ccccc1)C(=O)NCC1OCCCN1S(=O)(=O)c1cc(F)ccc1F (stereo not given)
    i	i	i	-13	i	i	0	0	i	i	i
Cc1cccc(Oc2ncnc(N)c2[N+](=O)[O-])c1C
    i	i	i	-7	i	i	2	-13	i	i	i
CCOC(=O)C1=C(CSc2nc(-c3ccncc3)ccc2C#N)OC(N)=C(C#N)C1c1ccc(OC)cc1 (stereo not given)
    i	i	i	-12	i	i	0	10	i	-7.9*	i
Cc1cc(C)cc(NC(=O)NNC(=O)c2cc3occc3[nH]2)c1
    i	i	i	-4	i	i	-1	-6	i	i	i
O=C(O)CCN=Cc1c(O)c2ccccc2oc1=O
    i	i	i	-10	i	i	9	-3	i	i	i
CCN(N=Nc1cccc([N+](=O)[O-])c1)c1cccc([N+](=O)[O-])c1
    i	i	i	-11	i	i	6	-4	i	-11*	i
S=C(NN=C1CCN(Cc2ccccc2)CC1)NC1CCCCC1
    i	i	i	-11	i	i	/	7	i	i	i
N#C/C(=C\C=C\c1ccccc1)c1nc(-c2ccc(Cl)cc2)cs1
    i	i	i	-6	i	i	-1	-5	i	i	i
CC(/C=C/c1ccc2c(c1)OCO2)=N/NC(=O)c1ccncc1
    i	i	i	-8	i	i	12	-11	i	i	i
COc1cc(C(=O)NCc2nnc(SCC(=O)Nc3nc4ccccc4s3)o2)cc(OC)c1OC
    i	i	i	-10	i	i	1	7	i	i	i
COc1ccccc1/C=C/CN1CCNC(=O)C1CC(=O)NCCc1cnccn1 (stereo not given)
    i	i	i	-12	i	i	-1	16	i	i	i
Cc1ccc(CNC(=O)[C@@H](NC(=O)C2CCN(C(=O)[C@@H](N)CC(C)C)CC2)C(C)C)cc1
    i	i	i	-2	i	i	-5	15	i	i	i
CCN1C(=O)C(C(=O)NC(C)c2ccccc2)C2CC1(C)Oc1ccccc12 (stereo not given)
    i	i	i	-6	i	i	0	0	i	i	i
COc1ccc(NS(=O)(=O)c2ccc3nc(COc4ccc(Cl)c(C)c4)[nH]c3c2)cc1
    i	i	i	-3	i	i	-6	13	i	i	i
O=C(O)c1ccc(-n2c(-c3cc(C4CC4)[nH]n3)n[nH]c2=S)cc1
    i	i	i	-3	i	i	1	5	i	i	i
Cc1ccccc1N(C(=O)CS(=O)CC(=O)Nc1ccc(F)cc1)C(C)C(=O)NC(C)(C)C (stereo not given)
    i	i	i	-5	i	i	-2	-8	i	i	i
COc1ccc2ccccc2c1/C=N/NC(=O)CC1(C)OCCCO1
    i	i	i	-9	i	i	-6	-2	i	i	i
C/C=C(\C)C(=O)Nc1cccc(C2=NOC3(C2)C[C@H](C(N)=O)N(C(=O)C(c2ccccc2)c2ccccc2)C3)c1 (stereo not given in full)
    i	i	i	-6	i	i	7	-5	i	i	i
CCOC(=O)c1sc2ncnc(NCc3ccco3)c2c1C
    i	i	i	16*	i	37*	35	-3	i	i	i
C/C(=N\Nc1ccc([N+](=O)[O-])cc1[N+](=O)[O-])c1cc2c(ccc3ccccc32)oc1=O
    i	i	i	-10	/	i	/	-1	i	i	i
N#Cc1ccc(CN2CCN(C(=O)CC(NC(=O)c3ccccc3)c3ccccc3)CC2)cc1 (stereo not given)
    i	i	i	-8	i	i	-3	-9	i	i	i
Cc1cccc(N2CC(C(=O)Nc3ccc(S(=O)(=O)N4CCOCC4)cc3)CC2=O)c1C (stereo not given)
    i	i	i	-7	i	i	-8	0	i	i	i
O=C1c2ccccc2S(=O)(=O)N1CC1CC(c2ccc(Cl)cc2)=NO1 (stereo not given)
    i	i	i	-1	i	i	1	21	i	i	i
CCCc1c(CC)c(=N)c2ccccc2n1C
    i	i	i	-12	i	i	5	13	i	i	i
CCCCCn1c(SC(C)C(C)=O)nc2c1c(=O)[nH]c(=O)n2C (stereo not given)
    i	i	i	-10	i	i	3	29	i	i	i
Cc1ccc(C)c(S(=O)(=O)NCCCN2CCOCC2)c1
    i	i	i	-7	i	i	-1	2	i	i	i

Next part (3 carried over from the part before).
Each structure is followed by: KCNQ1 block	TRPC4 act	TRPC4 block	hERG rescue	KCNK3 inh	KCNQ1 act	DYRK1A inh	Platelet DG rel	TRPC4 PAM	KCNK9 inh	PolyA inhibitor
CCCc1c(CC)c(=N)c2ccccc2n1C
    i	i	i	-12	i	i	5	13	i	i	i
CCCCCn1c(SC(C)C(C)=O)nc2c1c(=O)[nH]c(=O)n2C (stereo not given)
    i	i	i	-10	i	i	3	29	i	i	i
Cc1ccc(C)c(S(=O)(=O)NCCCN2CCOCC2)c1
    i	i	i	-7	i	i	-1	2	i	i	i
O=C(N=C1SC2CS(=O)(=O)CC2N1c1ccc(Cl)cc1Cl)C1CC1 (stereo not given)
    i	i	i	-9	i	i	3	4	i	i	i
COc1ccc(-c2nn(-c3ccccc3)cc2C2CC(c3cccs3)=NN2C(=O)CCC(=O)O)cc1 (stereo not given)
    i	i	i	-12	i	i	/	0	i	i	i
O=C(NCC(c1ccc(F)cc1)N1CCOCC1)c1ccc(Br)o1 (stereo not given)
    i	i	i	-3	i	i	-5	8	i	i	i
Cc1ccc(NC(=O)C2=NNC(=O)CC2)cc1F
    i	i	i	-7	i	i	0	7	i	i	i
CCOC(=O)C1=C(C)NC(=O)NC1/C=C/c1ccccc1OC (stereo not given)
    i	i	i	3	i	i	0	-2	i	i	i
Fc1cccc(F)c1-c1nc2c(s1)CCc1onc(-c3ccc(Br)cc3)c1-2
    i	i	/	0	i	i	5	-4	i	i	i
O=C(NCc1ccc(F)cc1)C1CCCN(C(=O)Nc2ccc(F)cc2)C1 (stereo not given)
    i	i	i	-5	i	i	7	-4	i	i	i
CC(=O)c1ccc(NC(=S)Nc2ccc(Br)c(Cl)c2)cc1
    6*	i	i	-29	i	i	4	-2	i	i	i
CCn1cc(C(=O)OCC(=O)N(C)C2CCS(=O)(=O)C2)c(=O)c2ccc(C)nc21 (stereo not given)
    i	i	i	-4	i	i	3	-4	i	i	i
CCCCN=C1N/C(=C\c2ccco2)C(=O)N1c1ccccc1
    i	i	i	-3	i	i	3	1	i	i	i
Cc1ccc(S(=O)(=O)N2CCN(C(=O)CCc3nc4ccccc4c(=O)[nH]3)CC2)c(C)c1
    i	i	i	-18	i	i	4	1	i	i	i
COc1cccc(Cn2c(N)c(C#N)c3nc4ccccc4nc32)c1OC
    i	i	i	-14	i	i	-1	-1	i	i	i
NS(=O)(=O)OCC1CCCCC1
    i	i	i	-5	i	i	6	17	i	i	i
CCN1CCN(C(=O)C(NS(=O)(=O)c2ccc3nc(C)sc3c2)C(C)C)CC1 (stereo not given)
    i	i	i	-2	i	i	-3	-9	i	i	i
COc1ccc(S(=O)(=O)N2CC=C(C(=O)NC3CCCC3)CC2)cc1
    i	i	i	-2	i	i	-3	2	i	i	i
CCc1nc2c(s1)CCc1onc(-c3ccc(Cl)cc3)c1-2
    i	i	i	-10	i	i	-2	-5	i	-13*	i
CN(CCO)C(=O)c1ccc(-c2nn(C)c(=O)c3ccccc23)cc1
    i	i	i	0	i	i	/	0	i	i	i
CC(C)COc1ccc(C(=O)Nc2scc(-c3ccc(Cl)cc3Cl)c2C(N)=O)cc1
    i	i	i	-12	i	i	-1	5	i	i	i
Cc1ccc(NC(=O)COC(=O)CSC(=S)N2CCOCC2)cc1
    i	i	i	-9	i	i	-6	-1	i	i	i
O=C(COC(=O)C(Cc1ccccc1)NC(=O)c1ccc(Cl)cc1)c1ccc(Cl)cc1 (stereo not given)
    i	i	i	-7	i	i	-7	7	i	i	i
O=C(CSc1nc2ccccc2[nH]1)Nc1nc(-c2ccc(Br)cc2)cs1
    i	i	i	-2	i	i	-7	3	i	i	i
CCc1nnc(NC(=O)c2ccc(S(=O)(=O)N(CCOC)CCOC)cc2)o1
    i	i	i	-4	i	i	-3	/	i	i	i
COc1ccc(CCNc2oc(COc3ccccc3)nc2C#N)cc1
    i	i	i	-14	i	i	3	5	i	i	i
COc1cc(OC)cc(C(=O)N(Cc2cc3cc(C)ccc3[nH]c2=O)C(C)C)c1
    i	i	i	-10	i	i	12	1	i	i	i
O=c1cc(-c2ccccc2)oc2ccc(O)cc12
    i	i	i	-8	i	i	17	5	i	i	i
O=C(COC(=O)c1cccc(S(=O)(=O)NCc2ccccc2)c1)Nc1ccccc1OC(F)F
    i	i	i	-2	i	i	4	5	i	i	i
C=CCOn1c(-n2nc(C)cc2C)nc2ccccc2c1=O
    i	i	i	1	i	i	/	-2	i	i	i
COc1ccc(CN=C(Nc2ccccc2)SC2CC(=O)N(C)C2=O)cc1 (stereo not given)
    i	i	i	-13	i	i	-9	-7	i	i	i
Cc1[nH]c(=O)[nH]c1CN1CCCCC1
    i	i	i	-16	/	i	/	2	i	i	i

Grouped by structure, those above containing a tert-butyl group
Each structure is followed by: KCNQ1 block	TRPC4 act	TRPC4 block	hERG rescue	KCNK3 inh	KCNQ1 act	DYRK1A inh	Platelet DG rel	TRPC4 PAM	KCNK9 inh	PolyA inhibitor
CC(C)(C)c1nc(NCCO)c2nnn(Cc3ccccc3)c2n1
    i	i	i	-7	i	i	0	-1	i	i	i
Cc1ccccc1N(C(=O)CS(=O)CC(=O)Nc1ccc(F)cc1)C(C)C(=O)NC(C)(C)C (stereo not given)
    i	i	i	-5	i	i	-2	-8	i	i	i

Source: PubChem (several laboratories)

Only part of the results is shown; the hit share may differ from the screen's.
